Bioassay records (PubChem BioAssay)
TSG101-PTAP inh – blocks PTAP/TSG101 interaction to inhibit HIV-1 budding | Q99816 | AID 493005 | Fluorescence polarization, FITC-PTAP peptide / Tsg101 binding | Potency, µM (doses to about 115 µM), without a hit: top-dose activity change, negative = inhibition, most hits filed as inhibitors | 340,000 tested, under 10 active; active means well fitted inhibition curve with a large enough effect in the main read-out, with a control signal flat, not every such curve was filed as active; inconclusive means small, poorly fitted or top-dose-only effect, or effect the other way, or a change in a side signal; inactive means no such curve, though single readings can be large or run the other way; further: potency means the concentration at half of the fitted maximal effect; % of control where 0% means no effect
Target sequence (Q99816 whole entry, looked up): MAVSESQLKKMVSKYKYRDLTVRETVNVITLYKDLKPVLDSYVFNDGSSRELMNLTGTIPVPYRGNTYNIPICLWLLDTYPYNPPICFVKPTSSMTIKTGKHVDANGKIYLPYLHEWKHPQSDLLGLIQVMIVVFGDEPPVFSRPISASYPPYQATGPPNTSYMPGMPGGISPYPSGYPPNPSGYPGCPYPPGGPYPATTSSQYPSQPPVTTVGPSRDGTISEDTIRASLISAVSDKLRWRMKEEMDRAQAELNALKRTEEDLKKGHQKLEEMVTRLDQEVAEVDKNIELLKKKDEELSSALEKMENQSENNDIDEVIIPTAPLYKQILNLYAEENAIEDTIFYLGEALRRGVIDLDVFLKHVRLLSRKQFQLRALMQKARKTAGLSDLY
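Compounds were pin-transferred onto Tsg101 binding domain (10 uM final) in HEPES pH 7.5 buffer, then FITC-PTAP peptide was added at 50 nM final. After 20 min at RT, polarization reported peptide displacement across a qHTS concentration series.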
TSHR antag – blocks TSH signaling through the human TSH receptor | P16473 | TSHR-expressing cells, TSH-stimulated cAMP HTRF, 2 h; active compounds read low | activity change, negative = inhibition, % at 11.5 µM | 330,000 tested, 0.2% active | AID 504810;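 active means activity change below a set negative limit, meaning inhibition stronger than a set level, cut at about -70% in these data; inconclusive means activity change between two set negative limits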; further: on the % scale 0 is the no-effect control and ±100 the full control effect
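Inhibition of cAMP made by TSHR-expressing cells under TSH stimulation (4nM final, EC80; 2 h, 37 deg C) is quantified with a one-step lysis HTRF kit, anti-cAMP cryptate versus cAMP-d2.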
AT treatment – potential ataxia-telangiectasia treatment | […] A-T fibroblasts, KAP-1 phosphorylation AlphaLISA; neocarzinostatin DNA damage 30 min before lysis | Potency, µM (series often up to 57.5 µM), for inactives: at the highest dose activation, actives largely listed as activators | 320,000 tested, 0.19% active; further: potency means the concentration at half of the fitted maximal effect; % of control where 0% means no effect; nearly all actives have a fitted effect of over 45% in size
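hTERT-immortalized A-T patient fibroblasts ([…]), 500 cells/well in OPTI-MEM, 1% FBS, got compounds for 60 min, then NCS for 30 min at 37C. Lysates were then assayed for phospho-KAP-1 by AlphaLISA (anti-pKAP1 donor, anti-KAP1 acceptor beads), 6 hr at 25C.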
MBNL1 CUG block – MBNL1-poly(CUG) RNA binding inhibition; Q9NR56; 280,000 tested, 0.036% active; Potency, µM (titrated, usually from 57.5 µM), for the others: at the highest dose activity change, negative = inhibition, usual class: inhibitors; TR-FRET MBNL1-His/biotin-(CUG)12 binding, 665/545 ratio; AID 2675; active means well fitted inhibition curve with a large enough effect in the signal ratio, with a control signal flat, not every such curve was filed as active; inconclusive means small, poorly fitted or top-dose-only effect, or effect the other way, or a change in a side signal; inactive means no such curve, though single readings can be large or run the other way; the % refers to the signal ratio; further: potency means the concentration at half of the fitted maximal effect; on the % scale 0 is the no-effect control and ±100 the full control effect
Target sequence (Q9NR56 whole entry, looked up): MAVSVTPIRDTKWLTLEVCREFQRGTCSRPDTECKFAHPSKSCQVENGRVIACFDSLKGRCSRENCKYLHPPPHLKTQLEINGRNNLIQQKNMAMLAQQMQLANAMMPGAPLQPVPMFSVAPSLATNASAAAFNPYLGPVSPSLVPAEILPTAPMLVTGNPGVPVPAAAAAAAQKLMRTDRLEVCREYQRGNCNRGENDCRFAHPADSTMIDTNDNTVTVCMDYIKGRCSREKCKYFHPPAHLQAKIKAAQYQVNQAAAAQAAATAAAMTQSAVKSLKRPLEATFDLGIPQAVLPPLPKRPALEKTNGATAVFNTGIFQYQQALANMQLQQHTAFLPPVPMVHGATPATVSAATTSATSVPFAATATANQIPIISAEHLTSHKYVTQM
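Compounds (final 92 nM to 58 uM) are added to His-tagged MBNL1 and biotin-(CUG)12, then terbium anti-His antibody and streptavidin-XL665 (5 nM final). After 60 min at room temperature, the 665/545 nm ratio is read.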
ASM inhibitor – human S-ASM enzyme inhibition. Potency, µM (doses to about 57.5 µM), for inactives: at the highest dose activity change, negative = inhibition, most hits filed as inhibitors. 340,000 tested, 0.006% active. placental ASM, HMU-PC fluorogenic substrate, 60 min. P17405; further: potency means the concentration at half of the fitted maximal effect
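Human placenta-derived ASM enzyme was preincubated with compound for 10 minutes at room temperature, then given fluorogenic substrate HMU-PC0 (9 uM final) for 60 minutes at 37 °C; a pH 10 stop preceded fluorescence reading at Ex 386/Em 447 nm.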
Mito fusion act – inhibitors of mitochondrial division or activators of mitochondrial fusion; S. cerevisiae fusion-defective mutant growth rescue, CellTiterGlo 48 h; Potency, µM (titrated, usually from 46.1 µM), without a hit: top-dose growth rescue (activation), usual class: activators; 320,000 tested, 0.23% active; AID 485298;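 further: potency means the concentration at half of the fitted maximal effect; % of control where 0% means no effect; nearly all actives have a fitted effect of over 45% in size; temperature-sensitive fusion mutants such as fzo1-1 at 37 °C on non-fermentable ethanol glycerol medium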
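Luminescent cell viability in 1536-well qHTS format served as the measure of rescued growth in ts fusion-mutant S. cerevisiae cultured on non-fermentable YPEG for 48 hours at 37C.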
Menin MLL FP TR – inhibitors of human menin-MLL interaction, mutant MLL peptide; 270,000 tested, 0.23% active; O00255; Potency, µM (highest dose often 61.6 µM), for the others: top-dose FP activity change, negative = inhibition, most hits filed as inhibitors; Menin + Texas Red MLL mutant peptide, fluorescence polarization; AID 1768; active means well fitted inhibition curve with a large enough effect in the polarisation, with a control signal flat, not every such curve was filed as active; inconclusive means small, poorly fitted or top-dose-only effect, or effect the other way, or a change in a side signal; inactive means no such curve, though single readings can be large or run the other way; the % refers to the polarisation; further: potency means the concentration at half of the fitted maximal effect; % of control where 0% means no effect; many of its hits are not listed in these tables
TCR activator – activators of T cell receptors | primary human leukocytes, anti-CD3, IL-2 HTRF, 48 h | Potency, µM (titrated, usually from 9.22 µM), inactives show at the highest dose activation of IL-2 secretion, most hits filed as activators | 330,000 tested, under 10 active; further: % of control where 0% means no effect
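IL-2 release read by HTRF sandwich (Eu cryptate donor, d2 acceptor, 665 nm emission) after 48 hr exposure of primary human leukocytes to compound together with anti-CD3 beads in the absence of co-stimulatory signals.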
Integrin act MD – activators of alpha7 integrin expression for muscular dystrophy; 350,000 tested, 0.064% active; alpha7betagal myoblasts, beta-gal FDG fluorescence, 48 h; Potency, µM (top dose mostly 38.3 µM), inactives show top-dose activation, hits mostly activators;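 further: potency means the concentration at half of the fitted maximal effect; 100% = response of the positive control SU9516; nearly all actives have a fitted effect of over 60% in size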
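Alpha7betagal+/- myoblasts (passage 13) were plated 16-24 hr, then exposed to compounds (1:260 dilution of DMSO stock) for 48 hours at 37C. After MPER lysis, β-galactosidase reporter activity was read as FDG fluorescence (ex 480/em 540) after 30 minutes.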
MLL CXXC-DNA inh – MLL CXXC-DNA interaction inhibition | 290,000 tested, 0.037% active | AID 2662 | Potency, µM (series often up to 115 µM), for inactives: at the top dose activity change, negative = inhibition, usual class: inhibitors | Q03164 | MLL-CXXC / FITC-HOXA9 DNA fluorescence polarization; active means well fitted inhibition curve with a large enough effect in the polarisation, with a control signal flat, not every such curve was filed as active; inconclusive means small, poorly fitted or top-dose-only effect, or effect the other way, or a change in a side signal; inactive means no such curve, though single readings can be large or run the other way; the % refers to the polarisation; further: potency means the concentration at half of the fitted maximal effect
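Steps: dispense CXXC domain solution (7 uM) → pin compounds or unlabeled HOX-A9 DNA control → 5 min ambient → add FLSN-HOX-A9 solution (50 nM) → spin → 30 min ambient → fluorescence polarization. Tris pH 7.5/NaCl/DTT/BSA buffer.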
Starred values were filed as active, the others as inactive; u = inconclusive; x = no result given; [ ] = another dose, or the depositor's remark. Unless noted, the call rests on the fitted dose curve; in most records, active means well fitted curve in the direction sought with a large enough effect; inconclusive means small, poorly fitted or top-dose-only effect, or another doubt; inactive means no such curve, though single readings can be large; an effect the other way counts as inactive or inconclusive. A portion of the library. The share of hits here may be higher or lower than overall.

| smiles | TSG101-PTAP inh | TSHR antag | AT treatment | MBNL1 CUG block | ASM inhibitor | Mito fusion act | Menin MLL FP TR | TCR activator | Integrin act MD | MLL CXXC-DNA inh |
| --- | --- | --- | --- | --- | --- | --- | --- | --- | --- | --- |
| Clc1cccc(NCc2nnc(SCc3ccc(Cl)cc3Cl)o2)c1 | 5% | -28 | x | -20% | -12% | u | 1% | 6%[46.1 µM] | 2% | 9% |
| O=C(CN1CCC(NC(=O)C2CC2)CC1)Nc1ccccc1[N+](=O)[O-] | -3% | -28 | 2% | u | -2% | 29% | -5% | -4% | 12% | 3% |
| O=C1Nc2ccccc2C1Cc1ccccn1 (centres undefined) | -1% | -2 | -6% | 3% | 3% | 5% | x | -3% | 16% | 11% |
| O=C(NCc1cccs1)[C@@H]1CCCN1S(=O)(=O)c1ccccc1F | -3% | x | x | x | 4% | x | x | 12% | -20% | x |
| CCCCNC(=O)c1ccc(CS(=O)(=O)Cc2ccccc2F)o1 | -6% | -2 | 0% | -11% | 6% | 2% | 0% | 0% | -8% | 5% |
| O=C(NC(=S)N(CCO)Cc1ccccc1)c1ccc(S(=O)(=O)N2CCCC2)cc1 | 0% | -6 | 5% | -4% | -2% | 6% | 20% | -2% | -7% | -28% |
| Cc1ccc(N(C)C(=O)C2CCCN2S(=O)(=O)c2ccc3c(c2)n(C)c(=O)c(=O)n3C)cc1 (centres undefined) | -7% | -9 | 1% | -8% | 3% | 3% | x | 3% | 10% | -4% |
| CC(C)(C)NC(=O)COC(=O)c1ccc(Cl)nc1 | 0% | 2 | 4% | -1% | 0% | -3% | -5% | 0% | 7% | -2% |
| COc1ccc(C)cc1NC(=O)C1CCC(CNc2c(N3CCOCC3)c(=O)c2=O)CC1 (centres undefined) | -2% | 16 | 6% | 2% | 2% | 1% | 1% | 1% | 1% | u |
| COc1ccc(-c2cc(C(F)(F)F)n3nc(C(=O)N4CCCC4)cc3n2)cc1 | -3% | 16 | 4% | 8% | 48%[activator] | 4% | 2% | 2% | 14% | -1% |
| Cc1cccc(N=Nc2c(N)n[nH]c2N)c1 | -2% | 8 | 0% | 18% | -11% | -4% | u | 1% | 13% | 0% |
| Cc1n[nH]c(=S)n1/N=C/c1c(O)ccc2ccccc12 | -2% | -2 | -5% | 29% | 3% | -6% | u | 3% | 8% | -10% |
| C#CCOCCOCCOCCNc1nc(N2CCN(C(=O)[C@H](Cc3cc4ccccc4[nH]3)n3cc([C@@H](N)C(C)CC)nn3)CC2)nc(N2CCN(C(=O)[C@H](Cc3cc4ccccc4[nH]3)n3cc([C@@H](N)CC(C)C)nn3)CC2)n1 (some centres undefined) | x | 3 | 6% | -23% | x | -1% | u | x | x | -8% |
| Cc1cccc(OCCCCN2CCNCC2)c1 | 0% | x | x | x | 4% | x | x | -1% | -14% | x |
| O=C(Nc1oc2ccc(Cl)cc2c(=O)c1-c1ccc(F)cc1)c1ccco1 | -5% | -1 | 0% | -1% | -2% | u | x | -8% | -31% | -1% |
| COc1ccc(-c2nnc(SCc3ccc(C(=O)O)cc3)n2C)cc1OC | 1% | 12 | 1% | -3% | 4% | 1% | 0% | -13% | 15% | 38%[activator] |
| CCN(CC)Cc1c(O)c(Cl)cc2c(C)cc(=O)oc12 | -5% | 5 | u | 38%[activator] | x | -2% | 0% | 3% | 10% | u |
| Cc1ccc(NC(=O)COC(=O)c2ccco2)cc1S(=O)(=O)N1CCOCC1 | -6% | 5 | 4% | x | -1% | x | x | -1% | -2% | x |
| COc1ccc(C(=O)NCC(=O)NCC(=O)OCC(=O)c2cccs2)cc1 | -1% | 0 | -2% | -16%[11.5 µM] | 3% | 12% | 1% | 1%[46.1 µM] | -9% | 6% |
| COc1ccc(CNCc2ccc3c(c2)OCO3)cc1Br | -6% | -6 | -2% | 5% | -4% | -13% | u | 0% | 8% | 8% |

Fetched by compound from the entries so far (2):
| smiles | TSG101-PTAP inh | TSHR antag | AT treatment | MBNL1 CUG block | ASM inhibitor | Mito fusion act | Menin MLL FP TR | TCR activator | Integrin act MD | MLL CXXC-DNA inh |
| --- | --- | --- | --- | --- | --- | --- | --- | --- | --- | --- |
| O=C(NC(=S)N(CCO)Cc1ccccc1)c1ccc(S(=O)(=O)N2CCCC2)cc1 | 0% | -6 | 5% | -4% | -2% | 6% | 20% | -2% | -7% | -28% |
| O=C(NCc1cccs1)[C@@H]1CCCN1S(=O)(=O)c1ccccc1F | -3% | x | x | x | 4% | x | x | 12% | -20% | x |

In the list so far, 6 contain four or more nitrogen atoms:
| smiles | TSG101-PTAP inh | TSHR antag | AT treatment | MBNL1 CUG block | ASM inhibitor | Mito fusion act | Menin MLL FP TR | TCR activator | Integrin act MD | MLL CXXC-DNA inh |
| --- | --- | --- | --- | --- | --- | --- | --- | --- | --- | --- |
| O=C(CN1CCC(NC(=O)C2CC2)CC1)Nc1ccccc1[N+](=O)[O-] | -3% | -28 | 2% | u | -2% | 29% | -5% | -4% | 12% | 3% |
| Cc1ccc(N(C)C(=O)C2CCCN2S(=O)(=O)c2ccc3c(c2)n(C)c(=O)c(=O)n3C)cc1 (centres undefined) | -7% | -9 | 1% | -8% | 3% | 3% | x | 3% | 10% | -4% |
| COc1ccc(-c2cc(C(F)(F)F)n3nc(C(=O)N4CCCC4)cc3n2)cc1 | -3% | 16 | 4% | 8% | 48%[activator] | 4% | 2% | 2% | 14% | -1% |
| Cc1cccc(N=Nc2c(N)n[nH]c2N)c1 | -2% | 8 | 0% | 18% | -11% | -4% | u | 1% | 13% | 0% |
| Cc1n[nH]c(=S)n1/N=C/c1c(O)ccc2ccccc12 | -2% | -2 | -5% | 29% | 3% | -6% | u | 3% | 8% | -10% |
| C#CCOCCOCCOCCNc1nc(N2CCN(C(=O)[C@H](Cc3cc4ccccc4[nH]3)n3cc([C@@H](N)C(C)CC)nn3)CC2)nc(N2CCN(C(=O)[C@H](Cc3cc4ccccc4[nH]3)n3cc([C@@H](N)CC(C)C)nn3)CC2)n1 (some centres undefined) | x | 3 | 6% | -23% | x | -1% | u | x | x | -8% |
